Compound activity deposited in PubChem BioAssay by several laboratories.
TbMetRS inhib – T. brucei MetRS inhibitors, primary screen, biochemical, luminescence; methionyl-tRNA synthetase (Trypanosoma brucei brucei); purified T. brucei MetRS, ATP depletion, Kinase-Glo luminescence; inhibition, % at 11.9 µM; 360,000 compounds, 0.4% hits;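 active means inhibition above a per-plate cutoff of the control wells' mean inhibition plus 3 SD, cut at about 5.5% in these data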;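 further: 0% = DMSO wells median and 100% = median of wells with control inhibitor compound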
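Dosing: 11.9 µM single point; system: parasite MetRS enzyme; technique: luminescence of leftover ATP; times: 15 min enzyme-compound preincubation, 2 h reaction, 10 min detection, 25 °C; replicates: each compound tested once; read-out basis: percent inhibition relative to median high and low control wells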
STEP inh – STEP phosphatase inhibitors, primary screen, biochemical, fluorescence intensity, uHTS | Tyrosine-protein phosphatase non-receptor type 5 (Homo sapiens), P54829 | AID 588621, 2011 | 360,000 compounds, 0.25% hits | inhibition, % at 20 µM | recombinant STEP, OMFP fluorogenic substrate;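 active means inhibition at 20 µM, scaled per plate between control wells, above about 37%, limit read from the data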;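 further: 0% = DMSO with enzyme and substrate and 100% = substrate only without enzyme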
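material = STEP tyrosine phosphatase | reagent = fluorogenic phosphatase substrate OMFP at 25 µM final | doses = single compound dose of 20 µM, 1% DMSO final | schedule = 20 min reaction, room temperature, in the dark | measured by = fluorescence, 480/540 nm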
DNMT1 inh – human DNMT1 methyltransferase inhibitors, primary screen, biochemical, molecular beacon, fluorescence, HinP1I cleavage, uHTS. DNA (cytosine-5)-methyltransferase 1 (Homo sapiens), P26358. inhibition (reported as % activation of signal), % at 10 µM. 360,000 compounds, 0.83% hits; in the data active means inhibition above about 50%
LMPTP block – LMPTP phosphatase inhibitors, primary screen, biochemical, fluorescence intensity, uHTS. Low molecular weight phosphotyrosine protein phosphatase (Homo sapiens), P24666. recombinant LMPTP-A, OMFP fluorogenic substrate. inhibition, % at 20 µM. 360,000 compounds, 0.22% hits. AID 651560, 2012;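 active means compounds that cut the enzyme signal by at least half of the control window in the single-dose screen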;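 further: plate controls were DMSO wells with enzyme plus substrate for no effect and substrate without enzyme for full effect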
Target sequence (P24666 whole entry, looked up): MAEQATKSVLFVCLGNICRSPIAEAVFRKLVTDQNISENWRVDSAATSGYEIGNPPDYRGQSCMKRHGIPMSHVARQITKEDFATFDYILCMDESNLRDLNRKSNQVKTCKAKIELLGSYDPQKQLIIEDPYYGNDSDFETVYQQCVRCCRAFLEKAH
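Test system: LMPTP-A phosphatase enzyme; input: 0.625 nM LMPTP-A final; reagent: OMFP substrate, 400 µM final; compound dosing: 20 µM single dose, 3% DMSO; incubation: 50 min dark incubation at room temperature; measured by: endpoint fluorescence intensity from OMFP dephosphorylation; measure: % inhibition relative to no-enzyme and uninhibited control wells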
NRP1-CendR mod – modulators of CendR peptide binding to NRP-1, primary screen, biochemical, fluorescence polarization, uHTS. 360,000 compounds, 0.85% hits. FAM-RPARPAR peptide binding to NRP-1. AID 602438, 2012. Neuropilin-1 (Homo sapiens), O14786. inhibition, % at 25 µM;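 active means inhibition or corrected inhibition above about 18%, plus a signal ratio from 0.5 to 1.5, limit read from the data, passing the limit was not always enough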; further: strong numbers were not always called active
MsrA inh – bovine MsrA enzyme inhibitors, primary screen, biochemical, absorbance, HTS. purified bovine MsrA, absorbance read-out. 360,000 compounds, 0.75% hits. inhibition, % at 15.5 µM; in the data active means inhibition above about 4.5%;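 further: 0% = vehicle wells with enzyme and 100% = reference inhibitor wells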
MsrA act – bovine MsrA enzyme activators, primary screen, biochemical, absorbance, HTS; purified bovine MsrA, absorbance read-out; 360,000 compounds, 0.3% hits; AID 602163, 2012; activation, % at 10.6 µM; in the data active means activation above about 7.5%;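 further: 0% = vehicle and 100% = reference activator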
E coli Lon inh – inhibitors of E. coli Lon protease, primary screen, biochemical, fluorescence polarization | purified E. coli Lon protease | AID 602123, 2011 | inhibition, % at 7.94 µM | P0A9M0 | 360,000 compounds, 0.42% hits; in the data active means inhibition above about 13%, passing the limit was not always enough;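 further: 0% = enzyme with probe and DMSO and 100% = no enzyme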
Target sequence (P0A9M0 whole entry, looked up): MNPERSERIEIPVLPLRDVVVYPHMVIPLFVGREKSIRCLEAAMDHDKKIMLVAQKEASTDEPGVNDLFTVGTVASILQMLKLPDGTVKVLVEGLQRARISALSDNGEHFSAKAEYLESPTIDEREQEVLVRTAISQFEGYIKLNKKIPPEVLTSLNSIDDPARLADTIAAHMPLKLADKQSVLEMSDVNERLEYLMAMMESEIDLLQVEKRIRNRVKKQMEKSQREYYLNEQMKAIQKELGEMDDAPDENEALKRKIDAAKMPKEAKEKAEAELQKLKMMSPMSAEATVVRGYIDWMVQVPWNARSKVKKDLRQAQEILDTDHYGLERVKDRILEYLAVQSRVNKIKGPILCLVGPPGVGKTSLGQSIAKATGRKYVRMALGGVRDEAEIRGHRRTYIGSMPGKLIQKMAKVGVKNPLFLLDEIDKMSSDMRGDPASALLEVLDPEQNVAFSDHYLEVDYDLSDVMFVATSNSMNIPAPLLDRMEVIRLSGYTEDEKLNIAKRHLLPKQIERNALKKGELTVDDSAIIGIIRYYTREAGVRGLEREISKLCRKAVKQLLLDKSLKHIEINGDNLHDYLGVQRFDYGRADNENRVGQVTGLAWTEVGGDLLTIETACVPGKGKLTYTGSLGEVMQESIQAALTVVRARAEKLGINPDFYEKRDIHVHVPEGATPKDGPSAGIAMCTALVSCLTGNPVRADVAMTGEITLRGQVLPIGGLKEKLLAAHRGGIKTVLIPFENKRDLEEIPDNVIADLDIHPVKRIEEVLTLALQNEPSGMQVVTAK
SUMO1-SIM PPI – modulators of SUMO1 protein-protein interactions, primary screen, biochemical, uHTS; inhibition, % at 20 µM; AID 602429, 2012; SUMO1 binding to a labelled peptide, TR-FRET, 1 h; Small ubiquitin-related modifier 1 (Homo sapiens), P63165; 360,000 compounds, 0.33% hits; in the data active means inhibition above about 37%
Target sequence (P63165 whole entry, looked up): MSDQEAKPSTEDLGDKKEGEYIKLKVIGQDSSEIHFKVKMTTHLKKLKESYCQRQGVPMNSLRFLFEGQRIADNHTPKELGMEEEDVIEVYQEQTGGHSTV
Scp-1 inhibitor – Scp-1 phosphatase inhibitors, primary screen, biochemical, colorimetric, uHTS; Carboxy-terminal domain RNA polymerase II polypeptide A small phosphatase 1 (Homo …; Recombinant Scp1, phosphopeptide, malachite green phosphate absorbance; inhibition, % at 20 µM; 340,000 compounds, 0.88% hits; AID 493091, 2011;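 active means inhibition above about 50% at 20 µM, limit read from the data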;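 further: plate controls were DMSO wells with enzyme for no effect and wells lacking enzyme for full effect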
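Test system: SCP-1 phosphatase catalytic domain, residues 76-261; measured by: colorimetric phosphate reagent with accelerator and stabiliser, absorbance at 630 nm; timing: enzyme reaction 45 min at room temperature, colour 5 min, stabilisation 30 min; also added: Phosphorylated 17-residue peptide substrate; compound dosing: one concentration, 20 µM, with 1.0% DMSO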
* = called active by the depositor; . = no result given. Only part of the results is shown, so the mix of outcomes need not match the whole.

SMILES	TbMetRS inhib	STEP inh	DNMT1 inh	LMPTP block	NRP1-CendR mod	MsrA inh	MsrA act	E coli Lon inh	SUMO1-SIM PPI	Scp-1 inhibitor
C#CCNc1ccncc1S(=O)(=O)NC(=O)NC(C)C	-0.6	6	4	-1.6	-11	-0.1	0	-4	-2	-5
Cc1cc(OCC(=O)N[C@H](C(=O)O)c2ccccc2)c2c3c(c(=O)oc2c1)CCC3	0.4	0	0	-2.8	-22	0.5	-2	5	11	7
Cc1ccc(C2NC(=S)NC(c3ccc(C)cc3)C23C(=O)NC(=O)NC3=O)cc1 (centres undefined)	-0.5	4	-5	-1.3	-4	-0.4	-1	-3	6	-10
COc1ccccc1CN1CCCC(C(=O)c2ccccc2SC)C1 (centres undefined)	-0.1	0	0	-1.6	7	-0.5	-3	3	7	-1
Cc1ccccc1C(=O)N1CC1C (centres undefined)	-0.1	-2	0	-1.5	20	0.3	-2	0	4	-8
CCCOC(=O)c1c(N)n(Cc2cccs2)c2nc3ccccc3nc12	0.5	-2	-23	3.7	-1	0.7	4	-3	-4	-11
COc1cccc(-c2nc3ccc(N4CCN(C)CC4)cc3[nH]2)c1	-1.0	-1	3	1.8	5	1.8	-2	-12	2	1
O=C(c1cccn2c(=O)c3ccc(Cl)cc3nc12)N1CCC2(CC1)OCCO2	-0.4	-2	3	0.0	-161	-0.7	-4	-1	-20	2
Cc1ccc(S(=O)(=O)N[C@@H](CCCCN)C(=O)CCl)cc1	-0.3	1	3	-2.7	-14	1.5	-2	7	-35	1
COc1ccc(C2SCC(=O)Nc3c2c(=O)[nH]n3C2CCCCC2)cc1 (centres undefined)	-0.9	16	-2	-1.4	-8	1.6	-3	-3	2	-4
CN(C)CCc1nn[nH]n1	0.7	0	0	0.1	6	0.6	-3	2	0	-2
COc1cc(CN2CC3CC(C2)c2cccc(=O)n2C3)cc(OC)c1OC (centres undefined)	-0.7	1	3	-0.9	-9	1.2	-1	5	2	-1
COP(=O)(Cc1ccc(C#N)o1)OC	0.0	3	0	-2.0	-10	0.0	-3	-2	5	-4
C=CCN1C(=O)NC(=O)/C(=C/c2ccc(OC)c(CSc3ccccn3)c2)C1=O	-0.2	2	-4	-0.3	-2	-0.6	-4	-12	0	0
CCOP(=O)(OCC)C(NC(=O)c1cccc(C)c1)C(Cl)(Cl)Cl (centres undefined)	1.8	-1	1	-1.5	8	-1.1	-1	-2	4	-3
CCC1(CC)C(=O)NC(=Nc2cccc(C(F)(F)F)c2)NC1=O	0.0	3	-4	-1.7	-2	0.8	-7	-13	-3	-5
CC(=O)Nc1ccc(C=C2C(=O)NC(=O)NC2=O)cc1	-0.5	-3	5	0.8	0	-0.3	-6	-17	-3	15
Nc1ccc(N2CCN(Cc3ccccc3Cl)CC2)c(Cl)c1	-0.8	-2	-11	0.8	1	0.6	-5	1	-2	22
O=C1NC(=O)C(=Cc2ccccc2Oc2ccc(F)cc2)C(=O)N1	-0.3	1	-4	1.3	-9	0.2	-1	4	7	0
N#CC1c2ccccc2-n2nncc2CN1S(=O)(=O)c1ccc(Cl)cc1 (centres undefined)	-0.4	-3	4	-0.6	0	-0.4	-9	-4	-1	4
CCOc1ccc(C(C)=O)cc1Cc1c(O)[nH]c(=S)[nH]c1=O	0.7	-2	-12	-1.9	8	0.6	-2	-1	-3	3
CCn1c(O)c(N=Nc2cccc(S(=O)(=O)N3CCOCC3)c2)c(=O)n(CC)c1=S	-0.6	3	1	-0.6	-11	-1.0	-5	4	-32	-1
CNC(=O)Oc1cc2c(cc1C(C)(C)C)CCC2	0.5	1	4	0.1	6	-1.1	-2	5	-2	-12
Cc1ccc(CN2CCCC(C(=O)c3sccc3C)C2)o1 (centres undefined)	-0.5	-2	-1	-0.3	4	-0.7	-1	8	0	1
COc1cccc2c1cc([N+](=O)[O-])c1c(C(=O)O)cc3c(c12)OCO3	-0.9	-2	2	0.4	12	0.1	3	10	-6	1
Cc1ccc(/C=C2/C(=O)NC(=O)N(C)C2=O)cc1	-0.4	0	-3	-0.4	9	1.2	-3	-7	-1	-1
CN1CCN(c2ccc3nccnc3c2)CC1	-0.3	-3	3	-1.8	10	-1.4	-5	-2	2	-7
Cc1ccc2cccc(OC(=O)N(C)c3ccccc3)c2n1	-0.5	2	0	-1.9	13	-0.2	-2	2	-3	-12
COCCO[C@H]1CCC2C3CC=C4C[C@@H](O)CC[C@]4(C)C3CC[C@@]21C (some centres undefined)	-0.3	0	1	-0.9	18	-0.7	-3	-6	7	-10
C/C(=N\NC(=O)c1ccccc1O)c1c(O)n(C2CCCCC2)c(=O)[nH]c1=O	0.2	-1	-4	-0.5	-18	5.0*	-5	3	5	-11
CC(=NCc1ccc2c(c1)OCO2)c1c(O)n(-c2ccccc2)c(=O)[nH]c1=O	0.7	0	-3	-1.8	-7	-0.6	-5	5	0	-7
COc1cc(CNCCc2c[nH]c3ccccc23)cc(OC)c1	-0.8	0	-1	-1.1	10	-0.9	-1	5	0	-6
O=C(CN1CC=C(c2ccccc2)CC1)NC(=O)NCc1ccccc1	-0.2	1	-2	1.1	-5	-1.0	-4	-7	-6	-4
CCOC(=O)C1CCN(/C=C2/C(=O)NC(=O)N(c3ccc(OCC)cc3)C2=O)CC1	0.2	-1	-3	-1.3	-20	-0.8	-2	-21	2	-6
CN1C(=O)NC(=O)C(N=Nc2ccc(Cl)cc2)C1=O (centres undefined)	-0.2	-3	1	-0.8	-3	3.1	-12	-5	-40	1
CC(=O)OCC(=O)[C@H]1CC[C@H]2[C@@H]3CC[C@H]4C[C@H](O)CC[C@]4(C)[C@H]3C(=O)C[C@]12C	-1.3	-1	1	0.3	5	-0.1	-5	-5	2	-12
CCC(C)(C)c1ccc(O)cc1	-1.1	-1	-1	0.6	-14	1.3	-1	13	0	0
O=C(Nc1cccc(Cl)c1)N1C[C@H]2C[C@@H](C1)c1cccc(=O)n1C2	-0.2	-1	4	-1.6	2	1.1	2	1	7	-1
Cc1ncc(CN2CCCC(C(=O)c3sccc3C)C2)s1 (centres undefined)	-0.3	-2	0	-1.2	0	-0.2	-3	0	-2	-1
Cn1cc(C(=O)OCC(=O)NC2(C#N)CCCCC2)c2ccccc21	-0.4	0	3	1.0	2	1.5	-2	-6	0	-2
Cc1oc(-c2cccs2)nc1CSCC(=O)N1CCC2(CC1)OCCO2	-0.7	0	3	-0.5	6	1.4	2	11	-2	0
O=C1N[C@H](Cc2ccccc2)C(=O)N2[C@@H]3[C@H](C[C@@H]12)c1ccccc1N3OOSc1ccccc1	-0.3	3	-6	0.0	6	-1.7	-1	-3	4	0
Nc1ncc([N+](=O)[O-])s1	-0.8	0	-1	-0.3	-13	1.3	-8	10	-16	-3
O=P(OCC(F)(F)C(F)F)(N1CCCCC1)N1CCCCC1	-0.2	-1	0	-3.5	-4	1.2	-1	-5	-1	0
O=S1(=O)CC2(N3CCOCC3)CCCCC21 (centres undefined)	0.2	2	3	-1.6	1	0.8	0	-9	8	-6

Compound profiles, as listed above. Order of screens: TbMetRS inhib, STEP inh, DNMT1 inh, LMPTP block, NRP1-CendR mod, MsrA inh, MsrA act, E coli Lon inh, SUMO1-SIM PPI, Scp-1 inhibitor
CCC1(CC)C(=O)NC(=Nc2cccc(C(F)(F)F)c2)NC1=O is entered as 0.0, 3, -4, -1.7, -2, 0.8, -7, -13, -3, -5
COP(=O)(Cc1ccc(C#N)o1)OC is entered as 0.0, 3, 0, -2.0, -10, 0.0, -3, -2, 5, -4

Other compounds follow:
SMILES	TbMetRS inhib	STEP inh	DNMT1 inh	LMPTP block	NRP1-CendR mod	MsrA inh	MsrA act	E coli Lon inh	SUMO1-SIM PPI	Scp-1 inhibitor
CC1N=C(c2ccccc2Cl)c2cc(Br)ccc2NC1=O (centres undefined)	0.1	1	1	-1.3	-2	-0.1	1	-5	0	-3
c1cncc(CNCCc2ccc3c(c2)OCO3)c1	1.1	-1	3	-1.0	1	-1.1	-2	16	-1	-6
CCN1C(=O)c2ccccc2Sc2ccc(C(=O)N3CCC4(CC3)OCCO4)cc21	-1.0	-3	-1	-0.7	-2	.	-7	3	1	-8
CC(=O)N(C)C1=Nc2ccc(Cl)cc2C(c2ccccc2)=[N+]([O-])C1	-0.1	-1	0	0.1	6	-0.1	-3	4	-6	-12
COc1cc(CNCCc2c[nH]c3ccccc23)cc(OC)c1OC	-0.2	2	2	-2.0	-5	0.0	-1	-5	0	.
Oc1cccc2cccnc12	-0.4	2	-1	-0.8	1	0.1	-1	-5	-7	.
CCOP(=O)(Oc1ccccc1)c1c([N+](=O)[O-])cc(C(F)(F)F)cc1[N+](=O)[O-] (centres undefined)	-0.9	-2	0	0.4	3	1.3	-2	-7	-8	-3
CN(C)P1(N(C)C)=NC(C(F)(F)F)=NC(C(F)(F)F)=N1	-1.7	-1	3	0.2	-4	0.0	-2	2	1	-6
N/C(=N/[N+](=O)[O-])N1CCN(C(=O)Oc2ccc([N+](=O)[O-])cc2)CC1	0.0	-2	0	-3.4	8	3.8	-2	-1	-13	-14
COC(=O)C1=C(c2ccc(F)cc2F)C[C@@H]2CC[C@H]1N2C(=O)NCCCOC(C)C	1.1	2	5	-1.1	-3	1.2	1	1	2	-14
Fc1cccc(-c2ccc3c(c2)CN(C(=S)NCCc2ccccc2)Cc2cnnn2-3)c1	-0.4	1	-13	4.1	8	1.3	-3	8	3	.
COc1ccc(-n2c(O)c(C(C)=NCCN3CCNCC3)c(=O)[nH]c2=O)cc1	-0.8	-1	4	-8.7	-12	-0.3	-4	-10	-2	-8
N[C@@H](Cc1c[nH]c2ccccc12)c1nnc(SCc2ccc(F)cc2)o1	-0.5	4	0	-1.9	5	-1.5	1	-3	3	-13
N#CC1=C(N)Oc2c(c(=O)sc3ccccc23)C1c1cccnc1 (centres undefined)	-0.2	-2	2	0.0	-14	1.6	-4	-7	6	-12
CCCNC(=O)N1[C@H]2CC[C@@H]1C(C(=O)OC)=C(c1cccc(C#N)c1)C2	-0.4	-2	3	1.3	-6	-1.2	-1	2	-3	-5
Clc1ccc2c(c1)C(c1ccccc1Cl)=NCc1nnc(N3CCN(CCSc4ccccc4)CC3)n1-2	-0.8	0	-10	2.0	-4	0.5	-14	8	-1	14
